Screening results from PubChem.
U2OS ROS induce: ROS inducers in U2OS cancer cells, primary screen, cell-based, H2DCF-DA fluorescence. U2OS ROS induction. ROS induction (% of piperlongumine), % at 10 µM. hit rate 2% among 46,000. AID 624156, 2012; in the data active = ROS induction above about 79%, passing the limit was not always enough;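 also: 0% = DMSO vehicle median and 100% = reference compound median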
Starred values were filed as active, the others as inactive; & = joins results of further samples. This is a subset, so the mix of outcomes need not match the whole.

Start of the data: the first 7 entries, ahead of the listing:
SMILES | U2OS ROS induce
C[C@@H]1CCCCO[C@@H](CN(C)CC2CCCCC2)[C@@H](C)CN([C@H](C)CO)C(=O)c2cc(NS(=O)(=O)c3ccc(Cl)cc3)ccc2O1 | 29
CCOC(=O)c1c(N)n(C2CCCCC2)c2nc3ccccc3nc12 | 18
C[C@@H]1CN([C@H](C)CO)C(=O)Cc2cc(NC(=O)Cc3cn(C)c4ccccc34)ccc2O[C@H]1CN(C)Cc1ccc(C(=O)O)cc1 | 0
COc1ccc(-c2nnc(SCC(=O)NC(C)(C)C)n2-c2ccccc2)cc1 | 6
C[C@H]1CN([C@@H](C)CO)C(=O)c2cccc(NS(C)(=O)=O)c2O[C@@H]1CN(C)Cc1ccc2c(c1)OCO2 | 0
C[C@H]1CN([C@@H](C)CO)C(=O)Cc2cc(NC(=O)Nc3ccc(F)cc3)ccc2O[C@H]1CN(C)S(=O)(=O)c1ccc(F)cc1 | 10
C[C@H]1CN([C@@H](C)CO)C(=O)c2cccc(NC(=O)Nc3cccc4ccccc34)c2O[C@H]1CN(C)Cc1ccc2c(c1)OCO2 | -3

The whole of this part (from the top)
SMILES | U2OS ROS induce
C[C@@H]1CCCCO[C@@H](CN(C)CC2CCCCC2)[C@@H](C)CN([C@H](C)CO)C(=O)c2cc(NS(=O)(=O)c3ccc(Cl)cc3)ccc2O1 | 29
CCOC(=O)c1c(N)n(C2CCCCC2)c2nc3ccccc3nc12 | 18
C[C@@H]1CN([C@H](C)CO)C(=O)Cc2cc(NC(=O)Cc3cn(C)c4ccccc34)ccc2O[C@H]1CN(C)Cc1ccc(C(=O)O)cc1 | 0
COc1ccc(-c2nnc(SCC(=O)NC(C)(C)C)n2-c2ccccc2)cc1 | 6
C[C@H]1CN([C@@H](C)CO)C(=O)c2cccc(NS(C)(=O)=O)c2O[C@@H]1CN(C)Cc1ccc2c(c1)OCO2 | 0
C[C@H]1CN([C@@H](C)CO)C(=O)Cc2cc(NC(=O)Nc3ccc(F)cc3)ccc2O[C@H]1CN(C)S(=O)(=O)c1ccc(F)cc1 | 10
C[C@H]1CN([C@@H](C)CO)C(=O)c2cccc(NC(=O)Nc3cccc4ccccc34)c2O[C@H]1CN(C)Cc1ccc2c(c1)OCO2 | -3
C[C@@H]1CCCCO[C@@H](CN(C)C(=O)Nc2cccc3ccccc23)[C@@H](C)CN([C@H](C)CO)C(=O)c2cc(NS(=O)(=O)c3ccc(F)cc3)ccc2O1 | 53
S=C(Nc1ccccn1)Nc1ccccn1 | 7
Cc1c(C(=O)Nc2ccccc2)cnn1-c1ccc(F)cc1 | 16
O=C(O)CNC(=O)CSc1ccc(Cl)cc1 | 5
O=C(COc1ccc(Br)cc1CO)Nc1ccccc1 | 8
COc1ccc(NC(=O)Nc2ccc3c(c2)CC(=O)N([C@H](C)CO)C[C@@H](C)[C@H](CN(C)Cc2ccc(C(F)(F)F)cc2)O3)cc1 | 11
C[C@H](CO)N1C[C@H](C)[C@H](CN(C)S(=O)(=O)c2ccc(Cl)cc2)Oc2ccc(NC(=O)CCN3CCOCC3)cc2CC1=O | -2
COc1c(NC(=O)N2CC(C)OC(C)C2)csc1Cl (configuration not stated) | 3
COc1cc2c(cc1OC)CN(C(=O)[C@H]1[C@@H]3C(=O)O[C@@H](c4ccccc4)[C@@H](c4ccccc4)N3[C@@H](c3ccc(O)cc3)[C@]13C(=O)Nc1ccc(C#CC4(O)CCCCCC4)cc13)CC2 | -9
C[C@H](CO)N1C[C@H](C)[C@@H](CN(C)S(=O)(=O)c2ccccc2)Oc2ccc(NS(=O)(=O)c3ccccc3)cc2C1=O | 22
CC1CC[C@@]2(OC1)O[C@H]1CC3C4CC=C5C[C@@H](O[C@@H]6O[C@H](CO)[C@@H](O[C@@H]7O[C@@H](C)[C@H](O)[C@@H](O)[C@H]7O)[C@H](O)[C@H]6O[C@@H]6O[C@@H](C)[C@H](O)[C@@H](O)[C@H]6O)CC[C@]5(C)C4CC[C@]3(C)[C@@]1(O)[C@@H]2C (some centres not stated) | -42
Cc1cc(C)nc(SCC(=O)Nc2ccc(N3CCOCC3)cc2)n1 | -17
COc1cccc(S(=O)(=O)N(C)C[C@H]2OCc3cnnn3CCCC(=O)N([C@H](C)CO)C[C@@H]2C)c1 | 5
COc1cc([C@@H](O)[C@@H](CO[C@@H]2O[C@H](CO)[C@@H](O)[C@H](O)[C@H]2O)Oc2ccc(/C=C/CO)cc2OC)ccc1O | -8
CC(C)CCNC(=O)c1ccc2c(=O)n3c(nc2c1)CCCCC3 | -2
COc1ccc(CN(C)C[C@H]2Oc3ccc(NC(=O)c4ccncc4)cc3C(=O)N([C@@H](C)CO)C[C@@H]2C)cc1 | -14
CC(=O)c1cccc(-n2nnnc2SCC(=O)Nc2ccccc2F)c1 | -3
C[C@@H]1CN([C@@H](C)CO)C(=O)c2cccc(NS(=O)(=O)c3ccc(F)cc3)c2O[C@@H]1CN(C)Cc1ccc(C(F)(F)F)cc1 | 4
C[C@H]1CN([C@@H](C)CO)C(=O)c2cccc(NC(=O)NC3CCCCC3)c2O[C@H]1CN(C)S(C)(=O)=O | -4
Cc1nc(SCC(=O)NCc2ccccc2)c2c(C)c(C)sc2n1 | 1
CC(=O)N(Cc1ccc(C(C)C)cc1)c1ccc2oc(-c3ccccc3)nc2c1 | 40
C[C@H]1CN([C@@H](C)CO)C(=O)Cc2cc(NC(=O)Cn3cnnn3)ccc2O[C@H]1CN(C)C(=O)Nc1cccc2ccccc12 | 0
CCCCN1COc2ccc(CCNC(=O)c3ccc(Cl)cc3)cc2C1 | 10
C[C@@H]1CCCCO[C@H](CN(C)C(=O)NC2CCCCC2)[C@@H](C)CN([C@H](C)CO)C(=O)c2cc(NC(=O)Cc3ccccc3)ccc2O1 | 40
Cc1ccc(S(=O)(=O)N(C)C[C@@H]2Oc3ccc(NC(=O)c4ccncc4)cc3CC(=O)N([C@@H](C)CO)C[C@@H]2C)cc1 | -4
COc1cc(OC)c(NC(=O)CN(C)S(=O)(=O)c2cc(Cl)ccc2Cl)cc1Cl | 7
COc1ccc(CC2CCc3ncc(C)cc3C2)cc1 (configuration not stated) | 6
C[C@H]1CN([C@@H](C)CO)C(=O)Cc2cc(NS(=O)(=O)c3ccc(F)cc3)ccc2O[C@@H]1CN(C)C(=O)Nc1ccc(C(F)(F)F)cc1 | 7
C[C@H]1CN([C@@H](C)CO)C(=O)c2cccc(NC(=O)c3cnccn3)c2O[C@H]1CN(C)Cc1ccc(Cl)c(Cl)c1 | 2
O=C(N/C(=C\c1ccc2c(c1)OCO2)C(=O)N1CCOCC1)c1ccccc1Cl | -12
C[C@H](CO)N1C[C@H](C)[C@@H](CN(C)Cc2ccc(Cl)c(Cl)c2)Oc2c(NC(=O)C3CC3)cccc2C1=O | 41
C[C@H]1CN([C@@H](C)CO)C(=O)c2cccc(NS(=O)(=O)c3cccs3)c2O[C@@H]1CN(C)C(=O)Nc1ccc(F)cc1 | -5
CN(C)CCCN1c2ccccc2CCc2ccc(Cl)cc21 | 0&19
C[C@@H]1CN([C@@H](C)CO)C(=O)c2cc(NS(C)(=O)=O)ccc2O[C@H]1CN(C)S(=O)(=O)c1ccc(F)cc1 | -3
C[C@@H]1CN([C@@H](C)CO)C(=O)c2cccc(NS(=O)(=O)c3ccc(Cl)cc3)c2O[C@H]1CN(C)S(=O)(=O)c1cccs1 | -9
Cc1ccc(OCC(=O)Nc2cc(-c3nn(C)c(=O)c4ccccc34)ccc2N2CCOCC2)cc1 | 12
C[C@H]1CN([C@@H](C)CO)C(=O)c2cc(NS(=O)(=O)c3cn(C)cn3)ccc2O[C@H]1CN(C)Cc1ccccc1 | 5
C[C@H](CO)N1C[C@H](C)[C@@H](CN(C)C(=O)c2ccc3ccn(C)c3c2)OCc2cnnn2CCCC1=O | 3
C[C@H]1CN([C@@H](C)CO)C(=O)Cc2cc(NC(=O)Nc3ccc(F)cc3)ccc2O[C@H]1CN(C)C(=O)Nc1ccc(C(F)(F)F)cc1 | 38
C[C@H](CO)N1C[C@H](C)[C@@H](CN(C)CC2CCCCC2)Oc2c(NS(C)(=O)=O)cccc2C1=O | -7
CCOc1ccc(NC(=O)NC23CC4CC(CC(C4)C2)C3)cc1 | -1
CCOc1ccc2c(=O)c(Oc3ccc(OC)cc3)coc2c1 | -5
C[C@H]1CN([C@@H](C)CO)C(=O)c2cc(NC(=O)Nc3ccc(F)cc3)ccc2O[C@@H]1CN(C)C(=O)Nc1cccc2ccccc12 | 24
CCCn1c(=O)c2[nH]c(C3CCCC3)nc2n(CCC)c1=O | 70
C[C@H]1CN([C@@H](C)CO)C(=O)c2cccc(NC(=O)Nc3ccccc3)c2O[C@@H]1CN(C)C(=O)Nc1ccc(F)cc1 | 4
O=C(Cc1c(F)cccc1Cl)Nc1ccc2nc3n(c(=O)c2c1)CCCCC3 | -4
O=C(O)CSc1nc2ccccc2n1CC(=O)O | 3
OC1(C(F)(F)F)CC(/C=C/c2ccccc2)=NO1 (configuration not stated) | -9
C[C@H](CO)N1C[C@H](C)[C@H](CN(C)Cc2ccncc2)Oc2c(NC(=O)Nc3cccc4ccccc34)cccc2C1=O | -3
O=C(Nc1ccccc1)C(Cc1ccccc1)N1C(=O)C2C3C=CC(C3)C2C1=O (configuration not stated) | -3
c1coc(CNc2ncnc3nc[nH]c23)c1 | -5
CC(C)OC(=O)C(C)(C)Oc1ccc(C(=O)c2ccc(Cl)cc2)cc1 | -7
CSC(=O)OCC1=C[C@@H]2OC(=O)C3=CO[C@@H](O[C@@H]4O[C@H](CO)[C@@H](O)[C@H](O)[C@H]4O)[C@H]1[C@@H]32 | -9

The results go on.
SMILES | U2OS ROS induce
O=C(CSc1nc2ccccc2c(=O)n1-c1ccccc1)Nc1ccc(Br)cc1Cl | 37
Cc1noc(C)c1NC(=O)N(C)C[C@H]1Oc2ccc(NS(=O)(=O)c3cccs3)cc2CC(=O)N([C@@H](C)CO)C[C@H]1C | -9
COc1cccc(S(=O)(=O)N(C)C[C@@H]2OCc3cn(nn3)CCCC(=O)N([C@@H](C)CO)C[C@H]2C)c1 | -2
Cc1noc(C)c1NC(=O)N(C)C[C@H]1Oc2c(NS(=O)(=O)c3ccc(Cl)cc3)cccc2C(=O)N([C@H](C)CO)C[C@@H]1C | -12
C/C=C1/[C@H](O[C@@H]2O[C@H](CO)[C@@H](O)[C@H](O)[C@H]2O)OC=C(C(=O)OC)[C@H]1CC(=O)OCCc1ccc(OC(=O)C[C@@H]2C(C(=O)OC)=CO[C@@H](O[C@@H]3O[C@H](CO)[C@@H](O)[C@H](O)[C@H]3O)/C2=C/C)cc1 | -11
Cc1ccc(C(=O)OCC2OC3C(Oc4c(C)c(=O)ncn43)C2OC(=O)c2ccc(C)cc2)cc1 (configuration not stated) | -5
C[C@H](CO)N1C[C@H](C)[C@@H](CN(C)Cc2ccc(C(=O)Nc3ccccc3N)cc2)Oc2ccc(NS(=O)(=O)c3cccs3)cc2C1=O | -4
COc1cc2c(cc1OC)[C@@H]1C(=O)c3ccc4c(c3O[C@@H]1CO2)C=CC(C)(C)O4 | 48
CC(C)NC(=O)Nc1cccc2c1O[C@H](CN(C)C)[C@H](C)CN([C@H](C)CO)C2=O | -7
C[C@@H]1CN([C@H](C)CO)C(=O)c2cccc(NC(=O)c3ccncc3)c2O[C@@H]1CN(C)S(=O)(=O)c1ccc(Cl)cc1 | -4
CC(=O)Nc1cc(C(=O)NCCN(C)C)ccc1Sc1ccc(Cl)cc1 | -2
COC(=O)[C@@]1(Cc2ccccc2N=[N+]=[N-])N=C(c2ccc(OCCCO)cc2)O[C@H]1c1ccccc1CN=[N+]=[N-] | 31
COc1ccc(S(=O)(=O)Nc2cccc3c2O[C@H](CN(C)Cc2ccc4c(c2)OCO4)[C@H](C)CN([C@@H](C)CO)C3=O)cc1 | -9
COCCOC(=O)N1C(=O)[C@@]2(c3cc(C#Cc4ccc(OC)cc4)ccc31)[C@H](C(N)=O)[C@H]1C(=O)O[C@H](c3ccccc3)[C@H](c3ccccc3)N1[C@@H]2c1ccccc1OCCO | 38
C[C@@H]1CN([C@@H](C)CO)C(=O)c2cccc(NS(=O)(=O)c3ccccc3)c2O[C@@H]1CN(C)S(=O)(=O)c1cccs1 | 5
CC1CCCCN1C(=O)N1CCOCC1 (configuration not stated) | -14
Cc1ccc2nc(N3CCNCC3)c(-n3nc(C)cc3C)nc2c1 | 2
Cc1nc2c(=O)oc3ccccc3c2n1-c1ccccc1 | 29
COc1ccc(C(OC(=O)c2ccccc2)c2nccc3ccccc23)cc1 (configuration not stated) | 4
C[C@H]1CN([C@@H](C)CO)C(=O)Cc2cc(NS(=O)(=O)c3cn(C)cn3)ccc2O[C@H]1CN(C)Cc1ccc2c(c1)OCO2 | -2
Cc1noc(C)c1S(=O)(=O)Nc1ccc2c(c1)C(=O)N([C@@H](C)CO)C[C@H](C)[C@@H](CN(C)C(=O)NC(C)C)O2 | 10
NC(=O)CSc1nnc(Cc2ccccc2)n1-c1ccc(Cl)cc1 | 0
COc1ccc(CN(C)C[C@H]2Oc3ccc(NC(=O)Nc4ccc5c(c4)OCO5)cc3CC(=O)N([C@@H](C)CO)C[C@H]2C)cc1 | 2
CCn1c(SCC(=O)Nc2ccc3c(c2)OCCO3)nc2sc(C)c(C)c2c1=O | -1
C[C@H]1CN([C@@H](C)CO)C(=O)Cc2cc(NS(=O)(=O)c3ccc(F)cc3)ccc2O[C@H]1CN(C)S(C)(=O)=O | -6
C[C@H]1CN([C@@H](C)CO)C(=O)CCCn2nncc2CO[C@@H]1CN(C)Cc1ccc(O)cc1 | 19
C[C@@H]1CN([C@H](C)CO)C(=O)c2cccc(NC(=O)c3cnccn3)c2O[C@H]1CN(C)S(=O)(=O)c1ccc(F)cc1 | -5
C[C@@H]1CN([C@H](C)CO)C(=O)CCCn2cc(nn2)CO[C@@H]1CN(C)Cc1cccc(C(=O)O)c1 | -8
CCN(CC)CC(=O)Nc1sc2c(c1C(=O)Nc1ccccc1)CCC2 | 16
COc1ccc(NC(=O)N(C)C[C@@H]2Oc3ccc(NC(=O)Cc4ccccc4)cc3CC(=O)N([C@H](C)CO)C[C@H]2C)cc1 | -10
C[C@H]1CN([C@@H](C)CO)C(=O)c2cc(NC(=O)C3CCCCC3)ccc2O[C@@H]1CN(C)Cc1ccccc1 | -1
